# RBX1-CUL1 inh – inhibitors of human ROC1-CUL1 ubiquitin ligase activity; P62877+Q13616; in vitro K48 di-Ub FRET, acceptor:donor ratio, 45 min; inhibition, % at 10 µM; actives 0.6% (n = 140,000); AID 1347404; in the data active = inhibition above about 25%
# Target sequence (P62877 whole entry, looked up): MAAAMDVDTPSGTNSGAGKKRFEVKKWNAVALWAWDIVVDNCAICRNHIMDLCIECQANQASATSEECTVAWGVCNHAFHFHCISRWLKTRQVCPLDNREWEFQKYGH
# Target sequence (Q13616 whole entry, looked up): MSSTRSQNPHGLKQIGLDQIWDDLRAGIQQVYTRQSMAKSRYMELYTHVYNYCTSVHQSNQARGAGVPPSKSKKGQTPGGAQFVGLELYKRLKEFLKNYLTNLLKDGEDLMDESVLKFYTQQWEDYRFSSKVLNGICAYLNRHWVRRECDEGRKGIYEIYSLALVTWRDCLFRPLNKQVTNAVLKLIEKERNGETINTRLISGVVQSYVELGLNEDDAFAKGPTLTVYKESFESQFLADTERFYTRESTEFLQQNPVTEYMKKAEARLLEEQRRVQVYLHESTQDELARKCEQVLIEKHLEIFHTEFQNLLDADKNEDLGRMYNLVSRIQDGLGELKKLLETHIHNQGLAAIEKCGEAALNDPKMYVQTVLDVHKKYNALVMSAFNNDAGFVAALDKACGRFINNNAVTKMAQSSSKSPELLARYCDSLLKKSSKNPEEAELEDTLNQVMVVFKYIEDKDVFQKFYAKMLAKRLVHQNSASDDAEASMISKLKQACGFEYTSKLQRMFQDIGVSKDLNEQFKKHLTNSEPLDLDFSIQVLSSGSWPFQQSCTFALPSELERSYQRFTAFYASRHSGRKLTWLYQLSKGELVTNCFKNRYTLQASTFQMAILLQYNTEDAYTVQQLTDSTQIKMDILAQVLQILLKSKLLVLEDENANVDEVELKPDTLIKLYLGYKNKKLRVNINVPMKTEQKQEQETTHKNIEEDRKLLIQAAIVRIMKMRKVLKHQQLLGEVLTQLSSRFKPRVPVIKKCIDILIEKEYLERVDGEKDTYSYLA
# Numbers without * were called inactive. An excerpt; count on the stated rates, not on these rows.
SMILES,RBX1-CUL1 inh
CCCCCC1C(=O)N=C(SCCN(CC)CC)N(c2ccccc2)C1=O (stereo unspecified),3
COCCn1c(COc2ccc(C)cc2)nc2ccccc21,-1
COCC(=O)NC1CC(=O)N(C2Cc3ccccc3C2)C1 (stereo unspecified),7
O=C(CCC1CCN(C(=O)c2ccoc2)CC1)Nc1ccccc1,7
CCN(CC)c1ccc(/C=N/N2C(=O)c3ccccc3C2=O)c(O)c1,-6
CC(C)c1nccn1Cc1cc(C(=O)N(C)C(C)c2ccncn2)n[nH]1 (stereo unspecified),3
CC(=O)N1CCC(N2CCCC(CCc3ccccc3)C2)CC1 (stereo unspecified),7
COc1ccc(-c2cc(C(F)(F)F)n3nc(C(=O)N(C)Cc4cn(C)nc4C)c(Cl)c3n2)cc1,1
Cc1cccc(NC(=O)c2cccc(NS(C)(=O)=O)c2C)c1,14
COc1cc(NC(=O)c2nn(C)c3c2COc2ccccc2-3)cc(OC)c1OC,7
Cc1ccc(NC(=O)Cn2cc3c(n2)CCCCC3)cc1,-5
COc1cccc(CCC2CCCN(C(=O)CCN3CCCCO3)C2)c1 (stereo unspecified),-6
CCOC(=O)C1=C(C)N=c2s/c(=C/c3ccc(-c4ccc(C(=O)O)cc4)o3)c(=O)n2C1c1ccc(OC)c2ccccc12 (stereo unspecified),0
O=C(CNC(=O)c1ccccc1)NC1(C(=O)NC2CCCC2)CCCCC1,-5
CCOC(=O)c1ccc(NC(=O)C(CC)Sc2nc3ncccc3[nH]2)cc1 (stereo unspecified),-6
CCN1C(=O)N=C(Cc2cn(CC(=O)O)c3ccccc23)C1=O,2
CCCCOC(=O)NC(=O)C(C=Nc1cc(Cl)ccc1C)C(=O)NC(=O)OCCCC,6
COc1ccc(C)cc1NC(=O)c1nnn(-c2c(C)cccc2C)c1C,2
CN1CCN(C2Cc3ccccc3Sc3ccccc32)CC1 (stereo unspecified),9
CCCCOc1ccc(C(=O)NCCS(=O)(=O)N2CCN(c3ccc(F)cc3)CC2)cc1,-3
CCCC(=O)N1CCN(c2ccc(Cl)cc2NC(=O)c2cccs2)CC1,6
O=C(Nc1ccccc1C(=O)O)c1ccc(-c2ccc(Cl)cc2Cl)o1,3
Cc1ccc(C)c(Cn2c3ccccc3c3cnn(CC(=O)NCCc4ccccc4)c(=O)c32)c1,-2
CCOC(=O)CC(NC(=O)CCc1c(C)nc2cc(-c3ccccc3)nn2c1C)c1ccc(C)cc1 (stereo unspecified),-2
CCC(NC(=O)c1cc(NS(=O)(=O)N(C)C)cc2nc(CC(C)C)n(C)c12)c1cccs1 (stereo unspecified),2
Cc1cccc(C(=O)N(NC(=O)Oc2ccccc2)C(C)(C)C)c1,-6
CCOc1ccc(CC(=O)N2N=C(C)CC2(O)C(F)(F)F)cc1 (stereo unspecified),2
COc1cc(Br)cc(C=C2C(=O)N(C)C(=O)N(C)C2=O)c1O,1
CCN(CC)C(=O)CN(c1ccc(Oc2ccccc2)cc1)S(C)(=O)=O,2
OC1CSC2NN=C(Cc3ccccc3)N2C1 (stereo unspecified),3
CC1=C(CSCc2ccccc2)CS(=O)(=O)C1,3
COC(=O)c1scc(-c2ccc(C)cc2)c1S(=O)(=O)Nc1cc(OC)c(OC)c(OC)c1,4
CC1=NN(c2c(Cl)cc(Cl)cc2Cl)C(=O)C1C=Nc1cccc(Cl)c1Cl (stereo unspecified),-5
COc1cc(-c2noc(-c3ccc(NCCc4ccccc4)c([N+](=O)[O-])c3)n2)cc(OC)c1OC,-2
CCOc1ccccc1CN1C(=O)C2(OCCO2)c2ccccc21,10
O=C(Cc1ccc(F)cc1)N1CCN(c2ncccn2)CC1,2
O=C(O)CC(C(=O)O)c1ccc(Cl)cc1 (stereo unspecified),6
OCCN1CCN(Cc2ccccc2Sc2cccc3ccccc23)CC1,2
CCN(CC)CCCNC(=O)CCc1c(C)n(CC)c2cc(-c3ccccc3OC)nn2c1=O,-3
CCCCOc1ccc(NC(=S)Nc2ccc(Br)cc2)cc1,-2

# Arranged by length of the SMILES (highest first): part of the list above.
SMILES,RBX1-CUL1 inh
CCC(NC(=O)c1cc(NS(=O)(=O)N(C)C)cc2nc(CC(C)C)n(C)c12)c1cccs1 (stereo unspecified),2
COC(=O)c1scc(-c2ccc(C)cc2)c1S(=O)(=O)Nc1cc(OC)c(OC)c(OC)c1,4
CCN(CC)C(=O)CN(c1ccc(Oc2ccccc2)cc1)S(C)(=O)=O,2
OCCN1CCN(Cc2ccccc2Sc2cccc3ccccc23)CC1,2

# Additional records follow.
SMILES,RBX1-CUL1 inh
COc1ccc2cc(S(=O)(=O)N3CCC(C(N)=O)CC3)ccc2c1,-4
COCCN1C(=O)CC(CC(=O)N2CCN(c3cc(C)cc(C)c3)C(=O)C2)(c2ccccc2F)C1=O (stereo unspecified),9
Cn1c(CSC(=N)N)c(Br)c(=O)n1-c1ccccc1,4
CSCC[C@H](NC(C)=O)C(=O)N1CCC(CO)(Cc2ccccc2)CC1,-8
COc1cc(OC)c(NC(=O)c2cc(C(C)=O)n3ccccc23)cc1Cl,11
CCOC(=O)C1(CCc2ccccc2)CCCN(C(=O)c2ccnn2C)C1 (stereo unspecified),9
Cc1ccccc1C1CC(c2ccc(Cl)cc2)=Nc2nnnn21 (stereo unspecified),-3
CCC1=C(C(=O)OC)C(c2ccc(OC)c(OC)c2)C(C#N)C(=N)O1 (stereo unspecified),-6
CCOc1ccc(C(=O)c2cn(Cc3ccc(Cl)cc3)c3cc(OC)c(OC)cc3c2=O)cc1,-5
CCOC(=O)C1CCCCN1S(=O)(=O)c1ccc(Br)s1 (stereo unspecified),1
O=C(Cc1ccc(Cl)cc1)Nc1ccc(Cl)cc1C(=O)Nc1cccc(F)c1,-11
CN(Cc1ccccn1)C(=O)C1CCCN(C2CCN(Cc3ccccc3)CC2)C1 (stereo unspecified),-4
COc1ccc(OC)c(-c2noc(N3CCN(c4cccc(C(F)(F)F)c4)CC3)n2)c1,3
COc1ccc(OCc2ccc(-c3nc(C#N)c(NCc4ccccc4)o3)o2)cc1,-3
Cc1nn(-c2ccccc2)c2c1N(CC(=O)N1CCN(c3ccccc3F)CC1)C(=O)CS2,-6
COc1ccc(-c2cnnc(NC(C)c3cnn(C)c3)n2)c(OC)c1 (stereo unspecified),3
CCOC(=O)c1c(C)[nH]c(C)c1S(=O)(=O)N(C)CC(=O)N1CCN(c2cccc(C)c2C)CC1,0
Cn1c(=O)c2c(ncn2CC(=O)Nc2nnc(C3CCCCC3)s2)n(C)c1=O,4
COCC(=O)Nc1cnn(-c2cccc(C(=O)N3CCCC(COc4ccccc4F)C3)c2)c1 (stereo unspecified),5
CCC(C)Oc1ccc(/C=N\Nc2nc3ccccc3s2)cc1OC (stereo unspecified),-3
Cc1cccc(NC(=O)Cn2nc(-c3ccccc3)c3cnc4ccccc4c32)c1,0
CCc1[nH]nc2c1C(c1ccc(OCc3ccccc3)c(OC)c1)C(C#N)C(=N)O2 (stereo unspecified),0
COC(=O)c1cccc(C(=O)N2CCc3onc(-c4ccccc4F)c3C2)c1,-6
CN(C)c1nc(Oc2ccc(OCC(N)=O)nn2)nc(N(C)C)n1,2
O=C(O)c1ccc(NC(=O)c2ccc(Cl)c(S(=O)(=O)N3CCCCCC3)c2)cc1,-6
CCOCCSc1nc2sc3c(c2c(=O)n1Cc1ccccc1)CCCC3,-5
FC(F)(F)C1=CN2C(=NC(C(F)(F)F)(C(F)(F)F)N=C2c2ccco2)C(Cl)=C1,5
CCOC(=O)N1CC=C2C(C#N)C(=N)C(C#N)(C#N)[C@H](c3cccc(F)c3)[C@H]2C1 (stereo partly specified),6
C=CCn1c(SCC(=O)Nc2c(Cl)cccc2Cl)nc2sc(C)c(C)c2c1=O,4
COc1ccccc1NC(=O)CCC(=O)N/N=C/c1cccc2ccccc12,-1
CCn1c(-c2ccncc2)n[nH]c1=S,-1
COc1cc(NC(=O)CSc2c3c(nc4ccccc24)CCC3)cc(OC)c1OC,5
C=CCCCCc1ccc(/C=C/c2ccc([N+](=O)[O-])cc2)cc1,1
Clc1cccc([C@@H]2Nc3ccccc3[C@@H]3C=CC[C@@H]32)c1Cl,-3
CCC(C)(NC(=O)c1cccc(N2C(=O)CSC2c2ccccc2)c1)C(=O)Nc1ccccc1C (stereo unspecified),1
O=C(Oc1ccc(Cl)cc1Br)c1ccc(F)cc1,11
CCN1CCN(CC(=O)NC2CCCN(CC3CCCCC3)C2)CC1 (stereo unspecified),-4
COc1cccc(CN2CCCC(NC(=O)c3cnc(CN4CCCC4)s3)C2)c1 (stereo unspecified),-4
CCOc1cc(S(=O)(=O)NCc2cccs2)ccc1F,-5
CCC1CCCCN1C(=O)Nc1cc(Cl)cc(Cl)c1 (stereo unspecified),6

# Overlap with the part before: 7 entries, then new ones.
SMILES,RBX1-CUL1 inh
Clc1cccc([C@@H]2Nc3ccccc3[C@@H]3C=CC[C@@H]32)c1Cl,-3
CCC(C)(NC(=O)c1cccc(N2C(=O)CSC2c2ccccc2)c1)C(=O)Nc1ccccc1C (stereo unspecified),1
O=C(Oc1ccc(Cl)cc1Br)c1ccc(F)cc1,11
CCN1CCN(CC(=O)NC2CCCN(CC3CCCCC3)C2)CC1 (stereo unspecified),-4
COc1cccc(CN2CCCC(NC(=O)c3cnc(CN4CCCC4)s3)C2)c1 (stereo unspecified),-4
CCOc1cc(S(=O)(=O)NCc2cccs2)ccc1F,-5
CCC1CCCCN1C(=O)Nc1cc(Cl)cc(Cl)c1 (stereo unspecified),6
CN1CCc2c([nH]c3ccccc23)C1c1nc2ccccc2n1C (stereo unspecified),3
O=C(Nc1ccc(Oc2ccccc2)nc1)C1CCN(CC2CCOC2)CC1 (stereo unspecified),1
O=[N+]([O-])c1ccc(Cl)c(NC(c2ccccc2)(c2ccccc2)c2ccccc2)c1,-4
CCc1ccc(CNc2ncc(-c3cccc(OC)c3)n2C)cc1,-8
Cc1cc(N2CCC(C(=O)Nc3ccc(F)cc3F)CC2)n2nc(C)c(-c3ccc(Cl)cc3)c2n1,-3
Cc1cn2c(=O)cc(COc3ccccc3NC(=O)c3ccc(Cl)cc3)nc2s1,-19
COc1ccc(Cc2nc3ccc(C(=O)NCc4cc(Br)ccc4OC)cc3o2)cc1,12
CC(C)CCNC(=O)CSCc1cnn(-c2ccccc2)c1-n1cccc1,15
CC(=O)NCCC1CCCCN1c1nc2nonc2nc1N1CCSCC1 (stereo unspecified),-4
CCn1cc2nc(SCc3cc(C)ccc3C)n(Cc3ccc(Cl)cc3)c(=O)c2n1,-10
COc1ccc(C)cc1NC(=O)COCc1cc(-c2ccc(F)cc2)on1,-1
COc1cc(OC)nc(Oc2ccccc2CNc2cccc(C)n2)n1,6
Cc1ccc(-c2nnc(Nc3cccc(O)c3)c3ccccc23)cc1S(=O)(=O)N1CCOCC1,0
CN(C)c1ccc(/C=N/Nc2nc(-c3ccc(O)cc3)cs2)cc1,-4
Cc1c(CN2CCN(Cc3ccc(F)c(F)c3)C(CCO)C2)cnn1C (stereo unspecified),8
O=Nc1c2[nH]c3ccccc3nc-2c2ccccc12,6
CN(C)c1ncc2c(n1)CCCC2NC(=O)CCc1ccncc1 (stereo unspecified),3
Cn1nnc(NC(=O)c2cccc(F)c2)n1,7
COc1ccccc1C1C2CCCC=C2c2c(nsc2N)C1(C#N)C#N (stereo unspecified),-3
CCCN(CCC)C(=O)Cn1c(=O)n(-c2ccccc2)c(=O)c2c3c(sc21)CCCC3,-2
O=C1c2ccccc2C(=O)c2c1cc1c3c(cccc23)C(=O)OC1=O,5
COc1ccc(OC)c(-n2c(-c3cccc(O)c3)n[nH]c2=S)c1,3
Cc1cc(Cl)ccc1OCCSc1nnc(-c2cccs2)o1,0
CC1=Cc2ccccc2C(C#N)N1C(=O)c1ccccc1 (stereo unspecified),-4
COc1ccc(C(=O)NC(=S)NC(C)C)cc1,3
Cc1ccc(CN2C(=O)SC(Nc3ccc(Br)cc3)C2=O)cc1 (stereo unspecified),-3
CCC(=O)Nc1ccc(NCc2ccc(C)s2)cc1,14
CC(C)(C)CN1CC(NCc2coc(-c3ccccc3)n2)CC1=O (stereo unspecified),0
Cc1ccc(-n2cccc2/C=C2/SC(=O)N(CC(=O)OC(C)C)C2=O)cc1C,-6
O=S(=O)(NCc1cccnc1)c1ccc2c(c1)NCC2,-10
Cc1ccc(C(=O)N2CCC(c3c[nH]c4ccccc34)(c3c[nH]c4ccccc34)CC2)cc1,-2
CC(=O)N1c2ccc(S(=O)(=O)N3CCN(c4ccc(C)cc4C)CC3)cc2CC1C (stereo unspecified),1
O=C(/C=C/c1ccccc1)Nc1cnn(Cc2ccc(Cl)cc2Cl)c1,-2
Cc1ccc(-c2cnc(NCc3c(F)cccc3Cl)n2C)cc1,-1
Cc1cccc(NC(=O)CCCCCn2c(=O)[nH]c3ccsc3c2=O)c1,5
Cc1cc(CN(C)C(=O)CC(c2cccc(O)c2)c2cccc(Cl)c2)on1 (stereo unspecified),-7
Cc1nnn(C23CC4CC(CC(C(=O)O)(C4)C2)C3)n1,-2
Cc1nc2c(Cl)cc(Cl)cc2c2c1CCS2,-15
CCOC(=O)c1nn(C)cc1Br,-4
COCCNC(=O)C1CCCN(c2nc(-c3ccccc3)nc3c2CCC3)C1 (stereo unspecified),-4
Cc1cccc(Cn2cccc2CNS(=O)(=O)c2ccccc2F)c1,-1
COc1ccc(S(=O)(=O)N(CC(=O)Nc2cc(C)cc(C)c2)c2ccc(Cl)cc2)cc1,9
CCOC(=O)c1cnc(SC)nc1Sc1ccccn1,-11
CCC(C)NS(=O)(=O)c1ccc(I)cc1 (stereo unspecified),2
